Screening data deposited in PubChem by several laboratories.
SR-BI DiI inh = inhibitors of mouse SR-BI mediated HDL lipid uptake; ldlA[mSR-BI] CHO cells, DiI-HDL uptake fluorescence, 3 h; Q61009; inhibition, % at 12.5 µM; hit rate 0.96% among 320,000;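 active = mean replicate inhibition of at least 70% and a set share of replicates each scoring 70 or more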;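 also: 0% = median of neutral control wells and 100% = median of positive control wells; values of inactives mirror those of a sister screen read the other way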
NSD2 inh = blocks human histone methyltransferase NSD2 | NSD2 peptide methylation, AlphaScreen, 120 min | O96028 | hit rate 0.54% among 310,000 | inhibition, % at 12.5 µM | AID 743445; in the data active = inhibition above about 50%
SR-BI DiI-HDL act = enhances SR-BI lipid uptake from DiI-HDL. CHO ldlA[mSR-BI] cells, DiI-HDL uptake fluorescence, 3 h; 100 = double the neutral-control signal. activation, % at 12.5 µM. hit rate 0.096% among 320,000. AID 504775;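 active = mean replicate activation of at least 60% and every replicate at or above 60%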;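 also: 0% = median plate neutral-control signal and 100% = twice that signal; values of inactives mirror those of a sister screen read the other way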
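System: LDL receptor-deficient CHO ldlA cells overexpressing murine SR-BI | Timing: 3 h uptake period with compound, 37 °C | Medium: HEPES-buffered (25 mM, pH 7.4) F12 plus 0.5% BSA | Dosing: Single-point compound dose | Signal: Bottom-read fluorescence, 550/595 nm | Read-out: Retained DiI signal reflecting DiI-HDL uptake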
RTF Ca sens inh = cardiac RTF calcium desensitization; IANBD-labeled cardiac RTF, Ca2+ fluorescence; inhibition, % at 7.15 µM; hit rate 0.12% among 340,000; AID 493244;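 active = inhibition above the mean inhibition of all tested compounds plus 3 SD, cut at about 17% in these data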;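 also: assay run at fixed EC70 calcium of 1.6 mM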
C-LANA FP = KSHV C-LANA DNA binding inhibition | inhibition, % at 9 µM | MBP-C-LANA/FAM-LBS DNA binding, fluorescence polarization | AID 504423 | hit rate 0.078% among 340,000;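 active = highest replicate inhibition at or above 60% at 9 µM, even if other replicates fall short; inactive = all replicates below 60% inhibition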;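 also: 0% = neutral control wells and 100% = 4 µM acridine orange control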
DAGLB inhibitor = blocks human DAGLB lipase activity. Q8NCG7. HEK293T DAGLB membrane lysate, EnzChek fluorogenic substrate. inhibition, % at 5.17 µM. hit rate 0.059% among 340,000. AID 504411; in the data active = inhibition above about 34%;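 also: 0% = enzyme with vehicle and 100% = wells lacking enzyme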
Target sequence (Q8NCG7 whole entry, looked up): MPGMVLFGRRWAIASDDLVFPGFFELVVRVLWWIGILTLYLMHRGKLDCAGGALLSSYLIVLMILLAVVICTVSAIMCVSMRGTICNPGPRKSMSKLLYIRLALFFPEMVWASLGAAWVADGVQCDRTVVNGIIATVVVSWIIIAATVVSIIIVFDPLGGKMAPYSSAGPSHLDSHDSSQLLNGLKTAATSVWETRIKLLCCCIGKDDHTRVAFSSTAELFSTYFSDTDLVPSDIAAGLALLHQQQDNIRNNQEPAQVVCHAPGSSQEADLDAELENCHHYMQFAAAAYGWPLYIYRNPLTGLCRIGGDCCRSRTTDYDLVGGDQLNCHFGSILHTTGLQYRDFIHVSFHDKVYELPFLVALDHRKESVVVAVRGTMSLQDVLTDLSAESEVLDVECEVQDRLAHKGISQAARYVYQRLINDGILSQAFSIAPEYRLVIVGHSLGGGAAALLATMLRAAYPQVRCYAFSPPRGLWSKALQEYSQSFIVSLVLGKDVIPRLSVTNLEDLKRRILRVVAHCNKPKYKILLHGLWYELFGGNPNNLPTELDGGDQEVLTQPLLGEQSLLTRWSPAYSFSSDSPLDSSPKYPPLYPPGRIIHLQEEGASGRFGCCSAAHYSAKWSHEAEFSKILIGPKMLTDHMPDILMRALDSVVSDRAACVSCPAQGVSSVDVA
PKA-R2B act = activates the human PKA-R2B holoenzyme complex; P22694+P31323; PKA-R2B holoenzyme dissociation, Cy5-IP20 fluorescence polarization; R2B truncated from residue 108, S112A mutant; 0% DMSO only, 100% 113 µM cGMP; activation, % at 11.4 µM; hit rate 0.079% among 340,000; AID 504700;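 active = activation above a cutoff set at the mean over all compounds plus 3 SD, cut at about 18% in these data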;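 also: higher means more holoenzyme dissociation and a rise in polarization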
Target sequence (P31323 whole entry, looked up, other chains not shown, the tested form may be a part): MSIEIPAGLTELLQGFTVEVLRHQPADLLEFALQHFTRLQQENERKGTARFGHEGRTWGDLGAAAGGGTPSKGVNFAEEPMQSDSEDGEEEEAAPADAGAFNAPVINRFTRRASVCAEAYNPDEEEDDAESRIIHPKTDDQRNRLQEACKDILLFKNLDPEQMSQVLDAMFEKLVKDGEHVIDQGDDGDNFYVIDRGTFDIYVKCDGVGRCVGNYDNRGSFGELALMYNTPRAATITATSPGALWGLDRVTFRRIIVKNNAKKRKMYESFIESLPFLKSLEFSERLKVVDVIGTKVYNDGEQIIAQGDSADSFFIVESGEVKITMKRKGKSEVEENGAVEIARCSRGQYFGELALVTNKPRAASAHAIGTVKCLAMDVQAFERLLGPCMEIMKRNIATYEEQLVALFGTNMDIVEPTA
Keap1-Nrf2 PPI = Keap1-Nrf2 (human) interaction inhibition; Keap1 Kelch-Nrf2 peptide fluorescence polarization, 1536-well; inhibition, % at 9.4 µM; hit rate 0.15% among 340,000; AID 504523; in the data active = inhibition above about 12%;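 also: human Keap1 Kelch domain with fluorescein labeled Nrf2 9mer peptide probe; 0% = neutral control wells and 100% = peptide positive control; higher means more block of Keap1 binding to Nrf2 peptide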
PvdQ acylase = P. aeruginosa PvdQ acylase inhibition; hit rate 0.063% among 340,000; AID 488965; inhibition, % at 10 µM; purified PvdQ acylase, fluorescence plate reader; in the data active = inhibition above about 30%, passing the limit was not always enough;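 also: 0% = vehicle neutral wells and 100% = reference inhibitor wells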
Arr AP2 block = blocks beta-arrestin peptide binding to AP2 adaptin; FITC-arrestin peptide / GST-AP2 beads, flow cytometry; AP2 beta2 appendage carries R879A mutation; inhibition, % at 10 µM; hit rate 0.31% among 340,000;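 active = inhibition above a set limit, near 3 SD of compounds lacking own fluorescence, cut at about 54% in these data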;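 also: plate controls were DMSO wells for no effect and 5 µM unlabelled arrestin peptide for full effect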
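System: GST-AP2 R879A glutathione beads. Medium: PBS with 0.05% Tween 20 and 0.1% BSA. Also added: FITC-arrestin peptide, 50 nM. Incubation: 12 min plus 1 h, RT. Measured by: high-throughput flow cytometry of beads, ex 488, em 535 nm. Evaluation: percent drop in bead-associated FITC signal.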
* hit, by the source's call; x = no result given.

#	molecule	SR-BI DiI inh	NSD2 inh	SR-BI DiI-HDL act	RTF Ca sens inh	C-LANA FP	DAGLB inhibitor	PKA-R2B act	Keap1-Nrf2 PPI	PvdQ acylase	Arr AP2 block
1	Cc1ccc(S(=O)(=O)NC(Cc2ccccc2)C(=O)O)cc1 (stereo not drawn)	-12	-1	12	10	0.4	-2	-5	1	-6	-5
2	CC(NC(=O)CCSc1nc(-c2ccco2)cc(C(F)(F)F)n1)c1ccccc1 (stereo not drawn)	31	-4	x	-19	-1.6	-2	-3	-6	-15	10
3	CC(C)CCN1CCN(Cc2ccsc2)CC1CCO (stereo not drawn)	7	-1	-7	-7	-1.7	0	10	-5	-4	14
4	CCN(CC)S(=O)(=O)c1ccc(NC(=O)C2COc3ccccc3O2)cc1 (stereo not drawn)	59	3	-59	-1	-0.8	0	-13	-4	7	17
5	Cc1cc(C)c(C#N)c(SCC(=O)c2cc(C)n(CCc3ccccc3)c2C)n1	34	0	-34	-1	-0.3	-9	-2	-4	-6	23
6	CCN(C(=S)Nc1cccc(C)c1)c1ccccc1	-18	4	18	1	-0.5	2	-8	1	-4	2
7	COc1cc([C@H]2c3[nH]c4ccccc4c3C[C@H]3C(=O)N4[C@@H](c5cc(OC)c(OC)c(OC)c5)c5[nH]c6ccccc6c5C[C@H]4C(=O)N23)cc(OC)c1OC	3	x	-3	-16	-0.7	35*	-2	-4	-11	5
8	O=C(Nc1ccccc1C(=O)N1CCOCC1)c1cc2ccccc2o1	-10	0	10	-5	2.2	0	-7	-1	-6	1
9	O=c1nc(-c2ccccc2)c2cc(SC(F)F)ccc2[nH]1	2	0	-2	-9	16	-1	-1	-4	-20	2
10	Cn1c(C(=O)O)ccc1S(=O)(=O)N(Cc1ccccc1)Cc1ccccc1	-19	1	19	-6	1.2	2	-2	1	-12	-9
11	COc1ccc(N2CCN(C(=O)COC(=O)c3oc4ccccc4c3C)CC2)cc1	42	3	-42	-5	0.8	-1	1	-4	4	-8
12	CCCn1ncc2c(Nc3ccc(C)c(C)c3)ncnc21	x	3	x	-14	0.5	0	2	-3	-13	4
13	Cc1ccc(C)c(C(=O)CN2C3=NCCCN3c3ccccc32)c1	-9	x	9	0	-1.1	0	-3	-2	-16	-2
14	COc1ccc(OC)c(C2C(C(=O)O)c3ccccc3C(=O)N2C)c1 (stereo not drawn)	-6	x	6	0	-0.7	-2	8	-1	-11	3
15	O=C(/C=C/c1ccc([N+](=O)[O-])s1)N1CCCC1	-3	3	3	12	0.6	1	-5	-1	-17	-12
16	CS/C(=N\S(=O)(=O)c1ccc(Cl)cc1)c1ccccc1	3	-6	-3	-11	-0.3	1	3	4	-4	-10
17	COc1ccc(NC(=O)CSc2ccc(NC(C)=O)cc2)cc1S(=O)(=O)N1CCOCC1	-8	-1	8	2	1.3	0	-6	-6	8	32
18	CCCN1C(=O)CSC1=Nc1ccccc1	-11	-2	11	4	0.1	-3	-8	2	-1	0
19	Nc1n[nH]c2c1C1(CCCCC1)Cc1ccccc1-2	6	-2	-6	13	-1.0	5	-3	-2	-11	2
20	COc1cccc(CNC(=O)CNC(=O)c2cccs2)c1	4	-2	-4	-1	-0.5	0	-5	-4	-14	3

Continued:
#	molecule	SR-BI DiI inh	NSD2 inh	SR-BI DiI-HDL act	RTF Ca sens inh	C-LANA FP	DAGLB inhibitor	PKA-R2B act	Keap1-Nrf2 PPI	PvdQ acylase	Arr AP2 block
21	N#Cc1cccc(NC(=O)CC2CCCC2)c1	15	-6	-15	7	-1.3	0	-6	-4	-11	-1
22	O=C(Cc1ccc([N+](=O)[O-])cc1)N1N=C2CCCCC2C1(O)C(F)(F)F (stereo not drawn)	-19	-3	19	x	1.2	x	x	2	-17	-11
23	CC(C)OC(=O)Cn1nc(C(c2ccccc2)c2ccccc2)oc1=O	-10	0	10	-1	0.9	-3	-5	-7	-13	-5
24	O=C1c2ccc(-c3ccc4c(c3)C(=O)N(CCCO)C4=O)cc2C(=O)N1CCCO	x	x	x	2	-2.7	0	-1	-4	-17	6
25	O=C1C=C(NCC2CCCO2)C2(CCCCC2)O1 (stereo not drawn)	1	-4	-1	2	-1.6	2	-7	-2	1	4
26	Cc1cccc(OCC(=O)NNC(=O)Cn2c(=O)cnc3ccccc32)c1	-5	2	5	-7	0.2	1	-4	-2	-13	-4
27	OCCNCc1cccc(Br)c1	-17	-2	17	-3	-3.5	3	-12	-3	-14	3
28	O=C(Nc1ccc2c(c1)OCCO2)NC1CCCCC1	4	-3	-4	4	-0.2	-2	-1	-3	-5	-2
29	CCOC(=O)C(NC(=O)c1ccccc1)(N1CCCC1=O)C(F)(F)F (stereo not drawn)	-41	-3	41	-6	-1.4	-1	0	1	-8	17
30	CCOC(=O)[C@H]1[C@H]2COc3cc(OC)ccc3[C@@H]2N2C(=O)N(c3ccc(Br)cc3)C(=O)[C@@]12C	12	x	-12	6	0.5	-15	-5	-2	9	6
31	Oc1ccc(C=Nc2ccccc2-c2nc3ccccc3[nH]2)cc1	24	-9	-24	-21	-0.4	-2	5	-3	-51	x
32	CC1CCN(C(=O)CSc2nc(N)c3c4c(sc3n2)CN(C)CC4)CC1	-7	5	7	-17	-3.0	-1	-10	-3	-6	1
33	O=C1NCCN1CCNS(=O)(=O)c1ccc(F)cc1	-11	-3	11	4	-0.4	1	-10	3	-13	-1
34	CCOC(=O)C(C)Sc1nc(C2CC2)cc(C(F)(F)F)c1C#N (stereo not drawn)	47	-5	-47	-4	-1.8	-9	-1	-1	-6	23
35	O=C(CCN=C1NS(=O)(=O)c2ccccc21)OCc1nnc(-c2ccccc2)o1	-16	-1	16	-5	-0.7	-3	-6	-3	-18	1
36	COc1ccccc1NC(=O)c1c(N=Cc2cccc([N+](=O)[O-])c2)cnn1C	60	-3	-60	x	1.2	x	x	5	-10	-22
37	COc1ccc(NC(=O)COC(=O)C23CC4CC(CC(Cl)(C4)C2)C3)c(OC)c1	5	-2	-5	-13	-0.1	-3	2	-4	-17	2
38	COC(=O)[C@H](CC(C)C)NC(=O)Cn1cnc2c(OCc3ccccc3)ncnc21	14	x	-14	-2	-0.8	-1	2	4	17	49
39	Cc1nc2ccc(Br)cc2c2c1CC(CBr)O2 (stereo not drawn)	6	-2	-6	-5	1.2	-2	-1	-8	5	1
40	Cc1ccc2nc(-c3cccs3)oc(=O)c2c1	-15	-3	15	1	-0.5	-9	-6	-4	-2	-14

Remaining list, next part:
#	molecule	SR-BI DiI inh	NSD2 inh	SR-BI DiI-HDL act	RTF Ca sens inh	C-LANA FP	DAGLB inhibitor	PKA-R2B act	Keap1-Nrf2 PPI	PvdQ acylase	Arr AP2 block
41	O=C(CCCN1C(=O)/C(=C/c2ccccc2Cl)SC1=S)N1CCOCC1	-4	2	x	6	-0.1	0	-3	0	2	-15
42	O=S(=O)(NCCCO)c1ccc2c(c1)Cc1cc(S(=O)(=O)NCCCO)ccc1-2	-26	0	26	0	-4.0	-1	-7	-6	-3	0
43	Nc1nncn1C(=O)c1cccs1	-1	x	1	3	2.2	0	-13	-5	13	6
44	COc1ccccc1OCCC(=O)OCC(=O)Nc1ccc(Br)cc1	5	-6	-5	-6	0.4	-8	6	3	-13	4
45	COc1cc(/C=N/NC(=O)c2nc(-c3ccccc3)n(-c3ccccc3)n2)ccc1O	35	2	-35	9	-0.7	1	-14	-6	-8	-9
46	CC1=NN(C(N)=S)C(=O)C1N=Nc1c(Br)cc(Br)cc1Br (stereo not drawn)	32	3	-32	0	1.9	28	3	-5	-8	-10
47	CC1CCCCC1NC(=O)C1CCN(S(=O)(=O)c2cccc3nonc23)CC1 (stereo not drawn)	-20	-3	20	-12	-0.3	0	-11	1	-9	25
48	CCOc1ccc(-c2nnn(CCC#N)n2)cc1OC	3	16	-3	-3	-0.5	0	6	-3	-12	-5
49	CCOC(=O)c1c(C)nc2c(c1-c1cc(OC)ccc1OC)C(=O)c1ccccc1-2	17	18	-17	-10	0.6	-2	2	-4	3	11
50	CCc1ccc(CNC(=O)C2CCCN(c3nc4ccccc4o3)C2)cc1 (stereo not drawn)	-36	5	36	-5	0.2	-3	-5	-3	2	11
51	Cc1ccc(NC(=O)CSc2nc(N)cc(=O)[nH]2)cc1S(=O)(=O)N1CCCCC1	-14	2	14	1	0.5	0	-14	-4	-4	-5
52	CC(C)(O)C(=O)N=Nc1c(O)[nH]c2ccccc12	-2	-2	2	-3	1.9	1	-2	1	1	-2
53	O=C(CC1CC2CCC1C2)N1CCN(S(=O)(=O)c2ccccc2[N+](=O)[O-])CC1 (stereo not drawn)	-13	2	13	-6	0.0	0	-5	-9	-3	-5
54	Cc1cccc(-n2c(N)cc(=O)nc2SCC(=O)Nc2nnc(C)s2)c1	40	1	-40	4	0.0	0	-3	2	-11	5
55	COc1cccc(NC(=O)CSCc2cc(=O)n3nc(C4CC4)sc3n2)c1	1	1	-1	-1	0.6	1	-6	-3	12	5
56	Cc1cccc(NC(=S)NC2CC3CCCC(C2)N3Cc2cccs2)c1C (stereo not drawn)	-8	7	8	-1	0.2	-2	-7	6	2	36
57	CCCCN1C(=O)C(=O)N(CC(=O)Nc2ccccc2C(C)=O)C1=O	4	6	-4	-1	-1.4	0	-3	-3	3	-3
58	Cc1ccc(C(c2nnnn2CCc2ccccc2)N2CCC(C)CC2)cc1 (stereo not drawn)	26	-4	-26	2	-0.3	-18	-13	-6	3	10
59	Cc1cc(NC(=O)Nc2cc(F)ccc2F)no1	-23	-2	23	-19	-1.4	-4	-8	-6	9	12
60	Cc1ccc(N2C(=O)c3ccc(C(=O)O)cc3C2=O)c(C)c1	-23	-3	23	9	-1.1	1	5	7	0	24

Next section.
#	molecule	SR-BI DiI inh	NSD2 inh	SR-BI DiI-HDL act	RTF Ca sens inh	C-LANA FP	DAGLB inhibitor	PKA-R2B act	Keap1-Nrf2 PPI	PvdQ acylase	Arr AP2 block
61	O=C(O)C1CC(c2ccccc2)=Nc2ccccc2S1 (stereo not drawn)	-21	4	21	-5	-1.6	0	-3	-2	-3	-5
62	O=C(O)CCCn1c(=O)c2cccn2c2ccc(F)cc21	-8	-1	8	-6	-1.0	-2	-3	3	5	34
63	O=Cc1cn(-c2ccccc2)nc1-c1cccnc1	-13	-2	13	2	-0.2	1	-8	-1	12	7
64	O=C(N/N=C\C=C\c1ccco1)C1COc2ccccc2O1 (stereo not drawn)	-21	12	21	0	0.0	3	3	-3	10	31
65	CC(=O)c1c(C)[nH]c(C(=O)CN2CCN(S(=O)(=O)c3ccccc3)CC2)c1C	-4	-1	4	-4	0.6	0	2	-4	-8	-13
66	CC(C)(C)NC(=S)Nc1ccc(Br)cc1	x	-4	x	-8	1.1	-7	1	3	-11	5
67	Cc1cc(N2CCN(c3ccccn3)CC2)n2cc(-c3ccccc3)nc2n1	16	12	-16	-3	0.3	2	12	5	6	37
68	CCN1C(=NCCc2cccnc2)N[C@@H](c2ccccc2)C(C(=O)OC)=C1C	7	x	-7	-2	-0.5	1	3	-5	7	7
